Bioassay records: PubChem BioAssay, National Center for Advancing Translational Sciences (NCATS)
AmpC no deterg – qHTS Inhibitors of AmpC Beta-Lactamase (assay without detergent). P00811. AmpC nitrocefin hydrolysis, absorbance 480 nm, 0.0001% Triton. Potency, µM (top dose mostly 57.1 µM), inactives show at the top dose activity change, negative = inhibition, usual class: inhibitors. AID 485341, 2010. 330,000 compounds, 0.52% hits;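 note: potency is the fitted concentration of half-maximal effect; plate controls were no compound for no effect and no enzyme for full effect; nearly all actives have a fitted effect of over 20% in size; some results filed as inactive show a strong effect at the top dose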
Target sequence (P00811 whole entry, looked up): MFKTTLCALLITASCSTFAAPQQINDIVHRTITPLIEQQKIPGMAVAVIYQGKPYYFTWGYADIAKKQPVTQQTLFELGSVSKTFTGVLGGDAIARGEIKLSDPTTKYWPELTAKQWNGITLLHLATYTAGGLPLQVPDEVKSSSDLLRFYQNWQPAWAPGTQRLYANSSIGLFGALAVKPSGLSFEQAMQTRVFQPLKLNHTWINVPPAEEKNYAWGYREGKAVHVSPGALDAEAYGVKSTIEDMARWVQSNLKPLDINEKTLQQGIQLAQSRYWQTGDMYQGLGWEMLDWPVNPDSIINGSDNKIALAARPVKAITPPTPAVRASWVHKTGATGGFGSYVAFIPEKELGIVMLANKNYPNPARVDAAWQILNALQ
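20 mM phosphate pH 7.0 + 0.01% (detergent screen) or 0.0001% Triton X-100; 5.3 nM AmpC reagent; cpd preinc 15 min RT; nitrocefin (800 uM stock) to start; A480 q20 s × 4 min; Activity was normalised to no-enzyme and no-compound control wells.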
FBPA Giardia inh – qHTS Assay for Inhibitors of Fructose-1,6-bisphosphate Aldolase from Giardia Lamblia; purified Giardia FBPA; A8B2U2; 290,000 compounds, 0.71% hits; Potency, µM (highest dose often 59.6 µM), without a hit: top-dose activity, negative = inhibition, hits mostly inhibitors; AID 2451, 2010; note: potency is the fitted concentration of half-maximal effect; % is set by controls: 0 for no effect and ±100 for the full control effect; nearly all actives have a fitted effect of over 55% in size
Target sequence (A8B2U2 whole entry, looked up): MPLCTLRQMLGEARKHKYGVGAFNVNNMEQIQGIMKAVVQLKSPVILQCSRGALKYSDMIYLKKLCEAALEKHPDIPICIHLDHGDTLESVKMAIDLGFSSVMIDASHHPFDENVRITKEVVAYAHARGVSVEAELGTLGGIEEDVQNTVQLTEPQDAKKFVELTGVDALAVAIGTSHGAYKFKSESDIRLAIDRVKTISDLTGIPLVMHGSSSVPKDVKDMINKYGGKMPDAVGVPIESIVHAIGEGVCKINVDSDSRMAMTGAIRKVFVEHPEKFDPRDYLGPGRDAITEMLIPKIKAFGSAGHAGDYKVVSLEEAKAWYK
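40 nM FBPA preincubated 10 min at RT with compound (up to 57.5 uM final), then substrate plus GAPDH/TPI/NAD/arsenate coupling and diaphorase/resazurin added. Fluorescence read after 20 min at RT, 525/598 nm.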
CHX counter – Cycloheximide Counterscreen for Small Molecule Inhibitors of Shiga Toxin. cell reporter, cycloheximide protein synthesis inhibition counterscreen. max response, %. 300,000 compounds, 12% hits. AID 2314, 2010; in the data active = max response mostly above about 13%, no sharp cut-off; inactive = mostly below about 14%; note: read at 38.3 µM for the half of the compounds with a filed dose; 0% is about no effect
AmpC detergent – qHTS Inhibitors of AmpC Beta-Lactamase (assay with detergent); P00811; AmpC hydrolysis of nitrocefin, absorbance 480 nm, 0.01% Triton; Potency, µM (doses to about 114 µM), without a hit: at the top dose activity change, negative = inhibition, hits mostly inhibitors; 370,000 compounds, 0.041% hits; AID 485294, 2010;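 note: potency is the fitted concentration of half-maximal effect; 0% = no-compound wells and -100% = no-enzyme wells; nearly all actives have a fitted effect of over 25% in size; some results filed as inactive show a strong effect at the top dose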
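20 mM phosphate pH 7.0 + 0.01% (detergent screen) or 0.0001% Triton X-100; 5.3 nM AmpC reagent; cpd preinc 15 min RT; nitrocefin (800 uM stock) to start; A480 q20 s × 4 min; Activity was normalised to no-enzyme and no-compound control wells.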
AMA1-RON2 inh – qHTS for Inhibitors of AMA1-RON; Towards Development of Antimalarial Drug Lead: Primary Screen | AlphaScreen AMA1-biotinylated RON2 peptide binding | 360,000 compounds, 0.2% hits | Potency, µM (highest dose often 58.2 µM), inactives show top-dose activity change, negative = inhibition, hits mostly inhibitors | Plasmodium falciparum AMA1 (3D7) - RON2 peptide interaction | AID 720542, 2013;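 note: potency is the fitted concentration of half-maximal effect; 0% = vehicle wells and -100% = peptide control; nearly all actives have a fitted effect of over 45% in size; some results filed as inactive show a strong effect at the top dose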
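AMA1 (3D7) with his tag at 25 nM final met compounds first, then biotinylated RON2 peptide at 25 nM; detection used donor plus acceptor beads, 10 µg/mL apiece, read by AlphaScreen after 30 min at room temperature.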
Shiga inhibitor – A qHTS for Small Molecule Inhibitors of Shiga Toxin; Vero cells, Shiga toxin protein synthesis inhibition reporter; inhibition, % at 38.7 µM; 290,000 compounds, 9.2% hits; in the data active = inhibition mostly above about 28%, no sharp cut-off; inactive = mostly below about 43%; note: 0% is about no effect
HCMV inh – qHTS Assay for inhibitors of the human cytomegalovirus (HCMV); HFF cells, HCMV-luciferase reporter, 72 h; hits give low values; activity change, negative = inhibition, % at 57.5 µM; 410,000 compounds, 4.5% hits; AID 1259415, 2018; in the data active = activity change below about -60%; inconclusive = no clear call, values can overlap the other calls; inactive = above about -39%; note: % is set by controls: 0 for no effect and ±100 for the full control effect
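After 16 h attachment at 37C, HFF cells received test compound and HCMV-luciferase (1 PFU/cell); reporter luminescence read 72 h later, data normalized against buffer-only and known inhibitor Salinomycin.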
* marks the source's active call; other numbers are inactive results; ? = inconclusive; nt = not tested or not shown; & = joins results of further samples; [ ] = another dose, or the depositor's remark. Unless noted, calls come from the whole dose curve; as a rule, active = well fitted curve in the direction sought with a large enough effect; inconclusive = small, poorly fitted or top-dose-only effect, or another doubt; inactive = no such curve, though single readings can be large; an effect the other way counts as inactive or inconclusive.

(1) O=C(O)CCC(=O)N1CCN(c2nc3ccccc3s2)CC1
(2) COC(=O)CCCC1=CC2=C(c3ccccc3)C(=O)C(C)(OC(=O)C3CCCC3)C(=O)C2=CN1Cc1ccc2c(c1)OCO2 (stereo unspecified)
(3) CCOC(=O)c1c(-c2ccccc2)csc1NC(=O)CCN1C(=O)c2ccccc2C1=O
(4) COc1cc(/C=C/C(=O)N2CCOCC2)ccc1OCc1ccccc1
(5) O=S(=O)(c1ccc2c(c1)C(O)c1ccccc1CC2)C(F)(F)F (stereo unspecified)
(6) O=C(CN1CCCC1)Nc1ccc(Cl)cc1C(=O)c1ccccc1

entry no.	1	2	3	4	5	6
AmpC no deterg	-19%	93%[activator]	-4%	63%[activator]	-27%	14%
FBPA Giardia inh	-3%	?	-1%	1%	nt	?
CHX counter	-1	1	-1	10	nt	6
AmpC detergent	-13%	-3%	4%	-12%	-6%	2%
AMA1-RON2 inh	0%	-11%	-5%	18%[11.6 µM]	nt	-10%
Shiga inhibitor	-36	17	30	-1	nt	-12
HCMV inh	6	-70*	23	-28	-6	24

(7) CC(=O)c1c(C)[nH]c(C(=O)OCC(=O)N2CCN(S(=O)(=O)c3ccc(C)cc3C)CC2)c1C
(8) CC(=O)OC(C(=O)NCc1ccc2c(c1)OCO2)c1ccccc1Cl (stereo unspecified)
(9) CSc1nsc(SCC(=O)Nc2nncs2)n1
(10) CCOC(=O)c1c(N)sc(=S)c2c1CCC2
(11) Cc1ccc(S(=O)(=O)Nc2ccccc2C(=O)N2CCOCC2)cc1
(12) Cc1ccccc1N1C(=O)c2cccc3c(N(C)CCO)ccc(c23)C1=O

entry no.	7	8	9	10	11	12
AmpC no deterg	74%[activator]	5%	-19%	-36%	-3%	-9%
FBPA Giardia inh	-5%	17%	-3%	?	1%	-11%
CHX counter	-5	4	-5	16	-3	-3
AmpC detergent	?	-9%	4%	-5%	0%	-8%
AMA1-RON2 inh	-3%	10%	-10%	-26%	-1%	10%
Shiga inhibitor	-13	-3	16	-26	17	-2
HCMV inh	30	8	31	2	2	-37

Next section (3 carried over from the part before).
(10) CCOC(=O)c1c(N)sc(=S)c2c1CCC2
(11) Cc1ccc(S(=O)(=O)Nc2ccccc2C(=O)N2CCOCC2)cc1
(12) Cc1ccccc1N1C(=O)c2cccc3c(N(C)CCO)ccc(c23)C1=O
(13) CC(C)(C)OC(=O)C[C@@H]1C/C=C\C[C@H](CC(=O)N(CCO)Cc2ccccc2)C(=O)NC[C@H](c2ccccc2)OC1=O
(14) CCC(C(=O)NCCC1=CCCCC1)n1nc(C)c2c(C)n(-c3ccccc3)nc2c1=O (stereo unspecified)
(15) COc1cc(/C=N/NC(=O)COc2ccc([N+](=O)[O-])cc2)ccc1OCC(=O)N1CCOCC1
(16) CCOc1ccc2[nH]c(=O)c(CN(Cc3nnnn3CCc3ccccc3)CC3CCCO3)cc2c1 (stereo unspecified)
(17) Fc1cccc(Cl)c1Cn1nnc(-c2ccc(N3CCOCC3)cc2)n1
(18) CC1CCN(S(=O)(=O)c2ccc(Br)s2)CC1

entry no.	10	11	12	13	14	15	16	17	18
AmpC no deterg	-36%	-3%	-9%	170%[activator]	54%	10%	0%	-29%	-30%
FBPA Giardia inh	?	1%	-11%	nt	nt	nt	17%	4%	-1%
CHX counter	16	-3	-3	nt	-9	-4	1	1	-3
AmpC detergent	-5%	0%	-8%	nt	-15%	-2%	?	0%	?
AMA1-RON2 inh	-26%	-1%	10%	-2%	16%	-7%	2%	12%	10%
Shiga inhibitor	-26	17	-2	nt	-5	-3	-6	-4	-14
HCMV inh	2	2	-37	12	-29	-14	-3	-29	-10

(19) COc1ccc(N/C(=N\c2nc(C)cc(C)n2)NC(=O)C(C)C)cc1OC
(20) COc1ccc(C(=O)O/N=C(\N)c2ccccn2)c(OC)c1
(21) c1ccc(CNc2nc(-c3cccs3)nc3ccccc23)cc1
(22) O=C1CC(C(=O)N2CCc3ccccc32)CN1c1cccc(C(F)(F)F)c1 (stereo unspecified)
(23) CCCN(CCC)CCNC(=O)c1cc2c(=O)n(C)c3ccccc3c2n1C
(24) COc1ccc(Nc2nc(-c3sc(NC(C)=O)nc3C)cs2)cc1

entry no.	19	20	21	22	23	24
AmpC no deterg	-2%	61%[activator]	-28%	-24%	?	17%
FBPA Giardia inh	-2%	0%	2%	nt	-8%	-20%
CHX counter	-4	29*	-1	nt	-3	-1
AmpC detergent	-18%	0%	-5%	0%	?	?
AMA1-RON2 inh	-6%	39%[activator]	11%	-6%	7%	nt
Shiga inhibitor	3	34	8	nt	8	1
HCMV inh	-10	-75*	-74*	-9	11	nt

(25) COc1ccc(-c2cc(C(F)(F)F)nc(SCC(=O)N(C)Cc3cn(C)nc3C)n2)cc1OC
(26) COc1ccccc1N1CCN(C(=O)c2sc3ncnc(N4CCN(c5ccccn5)CC4)c3c2C)CC1
(27) COc1ccc(CSc2nnnn2-c2ccc(O)cc2)cc1F
(28) COc1ccc(-c2csc3nc(C)nc(N4CCN(C(C)=O)CC4)c23)cc1OC
(29) O=C(COC(=O)Cc1cccs1)Nc1cccc(S(=O)(=O)N2CCOCC2)c1
(30) COc1ccc(C2Nc3ccccc3C(=O)N2O)cc1CN1CCOCC1 (stereo unspecified)

entry no.	25	26	27	28	29	30
AmpC no deterg	288%[activator]	153%[activator]	22µM*	96%[activator]	-12%	-11%
FBPA Giardia inh	-5%	nt	-13%	2%	nt	-20%
CHX counter	4	-2	-4	15	nt	-3
AmpC detergent	?	-6%	-2%	-3%	-1%	-1%
AMA1-RON2 inh	-6%	-18%	2%	4%	1%	4%
Shiga inhibitor	3	-1	20	-37	nt	-5
HCMV inh	4	nt	-5	8	-5	46

(31) O=C(O)CSC(=S)N1CCCC1
(32) Cc1ccc(C(C)C)c(Oc2nnnn2-c2ccccc2)c1
(33) COC(=O)c1cc(S(=O)(=O)N2CCN(c3cccc(C)c3)C(C)C2)c[nH]1 (stereo unspecified)
(34) CCCCOc1ccc(C(=O)NCC(=O)NC(C)CCc2ccccc2)cc1 (stereo unspecified)
(35) Cc1sc2nc(COC(=O)c3ccc(N4CCCC4)c([N+](=O)[O-])c3)[nH]c(=O)c2c1C
(36) CCN(CC)C(=O)CSc1n[nH]c(=O)n1CCc1ccccc1

entry no.	31	32	33	34	35	36
AmpC no deterg	-10%	-1%	-6%	4%	-29%	1%
FBPA Giardia inh	-2%	-2%	-14%	nt	1%	6%
CHX counter	-1	8	-2	11	4	-5
AmpC detergent	0%	?	1%&3%	-8%	-14%	?
AMA1-RON2 inh	-11%	45%[activator]	5%	-3%	4%	?
Shiga inhibitor	4	-1	-4	-16	12	-1
HCMV inh	-32	-4	-21&-14	15	-5	39

(37) COc1ccc(OC)c(S(=O)(=O)N2c3cc(F)ccc3CCC2C)c1 (stereo unspecified)
(38) CC(C)CNC(=O)COCc1cc(-c2ccc3c(c2)OCO3)on1
(39) O=Nc1c(O)[nH]c2ccc(F)cc12
(40) Cc1ccc(SCC(=O)OCC(=O)NCCC2=CCCCC2)cc1
(41) COc1ccc(/C=N/N(C)c2cc(=O)n(C)c(=O)[nH]2)cc1OC
(42) O=C(COc1cc(Cl)c(Cl)cc1Cl)NC(=O)NC1CCCC1

entry no.	37	38	39	40	41	42
AmpC no deterg	nt	23%	-11%	6%	-5%	-18%
FBPA Giardia inh	-5%	8%	2%	nt	-29%	-1%
CHX counter	7	38*	-3	nt	13	-4
AmpC detergent	0%	0%	?	0%	-7%	-2%
AMA1-RON2 inh	-2%	-2%	-4%	-2%	-13%	3%
Shiga inhibitor	28	100*	11	nt	3	-12
HCMV inh	-12	68	-24	-14	247	65

(43) Cc1cc(C)n(C(=O)CNC(=O)c2cccs2)n1
(44) O=C(Nc1ccc(NC(=O)C2CC2)nc1)c1ccco1
(45) CC(C)OCC(O)CN1CC2C[C@@H](C1)Cn1c2cccc1=O (stereo partly specified)
(46) Cc1c(Cl)cccc1NC(=O)CC(C(=O)O)C1CCCO1 (stereo unspecified)
(47) O=C(Nc1nnc(S(=O)(=O)N2CCCCCC2)s1)c1ccccc1F
(48) CCOC(=O)c1c(NC(=O)CSc2nnc(-c3ccc(C)cc3)o2)sc(C(C)=O)c1C

entry no.	43	44	45	46	47	48
AmpC no deterg	-3%	-15%	35%	-11%	-39%	-17%
FBPA Giardia inh	5%	2%	-15%	2%	-22%	5%
CHX counter	-5	24*	-5	-3	11*	-2
AmpC detergent	?	-12%	4%	-14%	-8%&17%	-6%
AMA1-RON2 inh	14%	-12%	10%	-12%	-4%	1%
Shiga inhibitor	-8	60*	-8	12	18	-9
HCMV inh	14	11	10	9	33&46	-19

(49) COC(=O)c1sc(S(=O)(=O)N2CC(C)OC(C)C2)c(C(=O)OC)c1C (stereo unspecified)
(50) CC(=O)C1=C(C)NC(SCc2cccc3ccccc23)=C(C#N)C1c1ccco1 (stereo unspecified)
(51) Cc1cccc(NC(=O)c2ccc3ccccc3n2)c1C
(52) O=C(NCc1ccccn1)c1c(O)c2c([nH]c1=O)CCCC2
(53) CC(C)CCNC(=O)CCNS(=O)(=O)c1ccc(Cl)cc1
(54) CC(C)[C@@H](CSc1ccccc1)N1CCN(Cc2ccccc2)CCC1=O

entry no.	49	50	51	52	53	54
AmpC no deterg	137%[activator]	-36%	1%	-28%	-8%	78%[activator]
FBPA Giardia inh	nt	-10%	-2%	14%	3%	-2%
CHX counter	nt	-2	23*	3	-3	-2
AmpC detergent	?	-12%	3%	-3%	-2%	-12%
AMA1-RON2 inh	-1%	21%	-6%	20%	1%	-4%
Shiga inhibitor	nt	-1	186*	-19	11	-3
HCMV inh	13	?	140	-30	21	0

(55) O=C(NC1CCCCC1)c1ccc(S(=O)(=O)N2CCOCC2)cc1
(56) CCOC(=O)c1cc(-c2ccccc2)n(Cc2cc(CC)no2)n1
(57) Cc1cccc(-c2n[nH]c(=S)n2/N=C/c2ccc(C)o2)c1
(58) COc1cc(C(=O)NCCSc2ccccc2)cc(OC)c1OC
(59) COc1ccc(N2CCN(S(=O)(=O)CCNC(=O)COc3cccc(OC)c3)CC2)cc1

entry no.	55	56	57	58	59
AmpC no deterg	2%	19%	-35%	0%	71%[activator]
FBPA Giardia inh	3%	nt	1%	7%	-2%
CHX counter	1	nt	-5	9	-3
AmpC detergent	-17%	-1%	-9%	-9%	-13%&-4%
AMA1-RON2 inh	-2%	12%	33%[activator]	?	31%[activator]
Shiga inhibitor	-11	nt	-12	-1	-9
HCMV inh	26	-32	85	42	-17&3
